Bioassay records (PubChem BioAssay)
TLR4-MyD88 inh = inhibitors of human TLR4-MyD88 binding; Cell-based TLR4-MyD88 binding inhibition assay; inhibition, % at 10 µM; hit rate 0.06% among 16,000; in the data active means inhibition above about 45%
PME-1 Maybridge = inhibitors of human PME-1 in Maybridge library | Protein phosphatase methylesterase 1 (Homo sapiens), Q9Y570 | recombinant PME-1, FP-Rh probe fluorescence polarization | inhibition, % at 9 µM | hit rate 0.5% among 16,000; in the data active means inhibition above about 30%
Luminol counter = counter-screen for Nox1 inhibitors: inhibitors of luminol chemiluminescence; HRP/luminol/H2O2 chemiluminescence counterscreen; inhibition, % at 6.7 µM; AID 1823, 2009; hit rate 0.4% among 16,000; further: reference of the scale not given here
KOR antag MB = antagonists of human kappa opioid receptor OPRK1, Maybridge library | Kappa-type opioid receptor (Homo sapiens), P41145 | OPRK1 cells, antagonist mode, fluorescence readout | inhibition, % at 9 µM | hit rate 0.4% among 16,000 | AID 652031, 2013; in the data active means inhibition above about 50%
rat GALR2 ag = agonists of rat galanin receptor 2 (GALR2); cell-based GALR2 agonist screen; activation, % at 10 µM; hit rate 0.5% among 16,000; in the data active means activation above about 15%
S1P1 agonist = activates the human S1P1 receptor. Sphingosine 1-phosphate receptor 1 (Homo sapiens), P21453. S1P1 agonist cell-based reporter assay. activation, % at 4.5 µM. hit rate 1.5% among 16,000; in the data active means activation above about 80%
Target sequence (P21453 whole entry, looked up): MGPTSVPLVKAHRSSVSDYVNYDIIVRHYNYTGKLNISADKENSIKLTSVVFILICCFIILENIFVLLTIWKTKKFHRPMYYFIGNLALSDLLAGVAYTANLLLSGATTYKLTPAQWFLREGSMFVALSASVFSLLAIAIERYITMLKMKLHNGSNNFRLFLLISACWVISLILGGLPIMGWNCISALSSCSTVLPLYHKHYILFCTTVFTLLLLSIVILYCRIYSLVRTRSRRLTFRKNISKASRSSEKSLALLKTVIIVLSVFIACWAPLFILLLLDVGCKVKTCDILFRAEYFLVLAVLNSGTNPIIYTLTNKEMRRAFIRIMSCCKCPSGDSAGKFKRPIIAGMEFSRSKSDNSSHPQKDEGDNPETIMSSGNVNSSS
Nox1 inh = inhibitors of human NADPH oxidase 1 (Nox1); Q9Y5S8; HT29 cells, luminol chemiluminescence ROS; inhibition, % at 6.7 µM; hit rate 0.81% among 16,000; AID 1792, 2009
Target sequence (Q9Y5S8 whole entry, looked up): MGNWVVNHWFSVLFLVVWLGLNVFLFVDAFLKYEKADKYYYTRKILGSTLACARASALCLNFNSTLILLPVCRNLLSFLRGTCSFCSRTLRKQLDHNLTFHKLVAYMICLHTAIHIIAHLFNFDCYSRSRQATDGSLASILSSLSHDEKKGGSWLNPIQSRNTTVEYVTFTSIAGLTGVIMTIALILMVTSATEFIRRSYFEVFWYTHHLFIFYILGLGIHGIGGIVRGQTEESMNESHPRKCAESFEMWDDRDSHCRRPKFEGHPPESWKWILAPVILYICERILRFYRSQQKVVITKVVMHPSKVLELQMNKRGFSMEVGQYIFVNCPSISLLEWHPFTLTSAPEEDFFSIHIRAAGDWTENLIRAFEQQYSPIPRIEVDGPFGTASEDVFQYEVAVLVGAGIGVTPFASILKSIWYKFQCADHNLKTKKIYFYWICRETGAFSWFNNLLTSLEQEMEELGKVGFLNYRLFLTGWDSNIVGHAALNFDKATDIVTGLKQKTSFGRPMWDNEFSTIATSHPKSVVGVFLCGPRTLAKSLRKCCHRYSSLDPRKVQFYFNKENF
NOTCH agonist = agonists of NOTCH signaling. NOTCH signaling luciferase reporter cells, luminescence. hit rate 0.4% among 15,000. activation, % at 2.5 µM; in the data active means activation above about 2.2%
The depositor's hits bear a star; . = not tested or not shown. Unless noted, no stated cut-off is given here; in the data, active means inhibition above about 75%; inactive means the rest.

SMILES | TLR4-MyD88 inh | PME-1 Maybridge | Luminol counter | KOR antag MB | rat GALR2 ag | S1P1 agonist | Nox1 inh | NOTCH agonist
NC(=O)C(c1ccccc1)C1CCCC1 (stereo not given) | 2.5 | -0.6 | 2.5 | 2.7 | -11.2 | -7.4 | -5.0 | .
COC(=O)c1ccc(C(=O)OC)c(NC(=O)COCC(=O)O)c1 | 2.9 | 2.8 | -3.1 | -2.0 | -6.3 | -13.6 | 6.8 | -0.6
CNC(=S)Nc1cscc1S(=O)(=O)c1ccc(Cl)cc1 | -6.5 | 4.2 | -3.2 | -13.1 | -7.0 | 4.0 | 1.4 | -0.2
CC(=O)CSC(=S)N1CCSCC1 | -5.4 | 1.0 | -3.2 | 9.4 | -2.2 | -13.2 | 9.2 | 0.2
NC(Cc1ccc([N+](=O)[O-])cc1)C(=O)O (stereo not given) | -11.7 | -1.3 | -1.2 | 7.2 | -8.8 | -6.8 | 12.4 | 0.2
O=C(c1ccccc1C(F)(F)F)N1CCCN(CCc2ccccc2)CC1 | -5.5 | 9.7 | -9.5 | -8.3 | -4.4 | -7.1 | 2.6 | 0.4
O/N=C1/CCCc2nnc3c(c21)CCCC3 | 3.4 | 2.4 | 0.7 | 14.0 | -0.7 | 4.5 | -23.1 | -0.4
Cc1ccc(Cc2c(C)nc(N3CCCC3)[nH]c2=O)cc1 | 11.4 | 6.6 | -5.8 | 3.6 | -3.8 | 13.8 | 12.2 | -0.2
IC12CCCC(c3ccccc3)(CC1)C2 (stereo not given) | -7.9 | 5.8 | -5.1 | -9.2 | -3.9 | -10.3 | 3.2 | 0.2
NNC(=O)C(=O)Nc1ccc(Cl)cc1Cl | 5.5 | 0.2 | 4.3 | 29.0 | -2.5 | -1.6 | -34.9 | -0.2
Cc1ccc(Sc2ccc([N+](=O)[O-])cc2)cc1 | 3.9 | 3.4 | -5.1 | 6.6 | -8.4 | 11.4 | 8.7 | -0.5
O=C(c1ccccc1)c1ccccc1N1C(=O)C=CC1=O | 4.0 | -1.2 | -3.0 | 0.5 | -8.7 | 73.0 | -3.1 | -0.1

A different layout for some results above.
smiles	TLR4-MyD88 inh	PME-1 Maybridge	Luminol counter	KOR antag MB	rat GALR2 ag	S1P1 agonist	Nox1 inh	NOTCH agonist
NC(Cc1ccc([N+](=O)[O-])cc1)C(=O)O (stereo not given)	-11.7	-1.3	-1.2	7.2	-8.8	-6.8	12.4	0.2
O=C(c1ccccc1C(F)(F)F)N1CCCN(CCc2ccccc2)CC1	-5.5	9.7	-9.5	-8.3	-4.4	-7.1	2.6	0.4
O/N=C1/CCCc2nnc3c(c21)CCCC3	3.4	2.4	0.7	14.0	-0.7	4.5	-23.1	-0.4
Cc1ccc(Cc2c(C)nc(N3CCCC3)[nH]c2=O)cc1	11.4	6.6	-5.8	3.6	-3.8	13.8	12.2	-0.2
IC12CCCC(c3ccccc3)(CC1)C2 (stereo not given)	-7.9	5.8	-5.1	-9.2	-3.9	-10.3	3.2	0.2
NNC(=O)C(=O)Nc1ccc(Cl)cc1Cl	5.5	0.2	4.3	29.0	-2.5	-1.6	-34.9	-0.2
Cc1ccc(Sc2ccc([N+](=O)[O-])cc2)cc1	3.9	3.4	-5.1	6.6	-8.4	11.4	8.7	-0.5
O=C(c1ccccc1)c1ccccc1N1C(=O)C=CC1=O	4.0	-1.2	-3.0	0.5	-8.7	73.0	-3.1	-0.1

Carrying on.
SMILES | TLR4-MyD88 inh | PME-1 Maybridge | Luminol counter | KOR antag MB | rat GALR2 ag | S1P1 agonist | Nox1 inh | NOTCH agonist
O=C(O)CCn1c(=O)oc2ccccc21 | -0.6 | 2.1 | 0.3 | 3.0 | -7.4 | -16.1 | -12.0 | .
COC(CNC(=O)C(=O)Nc1cccc(C(F)(F)F)c1)OC | -1.4 | -1.8 | 1.9 | -0.8 | -8.7 | -1.6 | -2.9 | -0.4
Cc1c(S(=O)(=O)NCc2ccc(S(N)(=O)=O)cc2)sc2ccc(Cl)cc12 | 14.5 | -2.9 | 2.7 | -1.7 | -3.8 | 11.6 | -34.8 | -0.7
O=C(Nc1ccccc1-c1nc(-c2ccc(Cl)cc2)no1)C(F)(F)F | -5.8 | 7.1 | -7.6 | 10.5 | -5.8 | 20.0 | 14.7 | -0.1
CCOC(=O)c1c(C)c(C#N)c(N)n1-c1ccc(C)cc1 | -3.5 | 4.0 | 17.0 | -3.9 | 5.5 | -15.5 | 25.4 | -0.2
Cc1ccc(C)n1N(C)c1ccc([N+](=O)[O-])cn1 | -4.7 | 0.4 | 11.3 | 8.4 | -3.8 | -18.2 | -55.0 | 0.0
CC(C)(CCNC(=O)Cc1ccsc1)C(=O)N/N=C/c1ccccc1 | -3.9 | 3.7 | 0.0 | -8.7 | -2.3 | 0.0 | 0.0 | -0.2
O=C(NCCc1ccccc1)c1ccc2nonc2c1 | 3.6 | 2.5 | -0.3 | -0.6 | -4.7 | 1.9 | -22.2 | -0.7
NC(=O)C1CCN(c2nccc(C(F)(F)F)n2)CC1 | -3.0 | -10.0 | 10.8 | -17.3 | -1.7 | -0.3 | 19.2 | -0.5
COc1ccc(-c2c(C(F)(F)F)nn(C)c2NC(=O)Nc2ccc(F)cc2F)cc1 | 1.4 | -4.8 | 2.3 | -39.6 | -9.8 | -19.0 | -5.3 | 0.6
Cc1onc(-c2c(Cl)cccc2Cl)c1C(=O)c1ccccc1 | -1.5 | 8.1 | -5.1 | -5.3 | -4.5 | 30.5 | 18.0 | -0.4
Nc1c(C(=O)c2ccccc2)sc2nsc(SCCN3CCCC3)c12 | 14.4 | -5.1 | 10.3 | 76.3* | -11.6 | 71.8 | 3.1 | -1.4
CCC1C2=C(CCCC2=O)NC2=C1C(=O)CCC2 | -26.4 | 7.2 | -7.5 | 4.1 | 2.3 | -4.8 | -5.3 | -0.6
Cn1cnc([N+](=O)[O-])c1N1CCN(C(c2ccccc2)c2ccccc2)CC1 | 7.4 | 1.0 | -2.5 | -8.3 | -4.8 | 5.2 | -92.9 | -0.2
Cc1cc(NC(=O)c2ccccc2)no1 | -5.8 | 17.0 | -2.3 | 15.5 | -6.4 | -10.7 | 15.1 | .
NC(=S)N/N=C/c1ccccc1 | -3.4 | -0.5 | 6.4 | 8.7 | -4.8 | -11.9 | -33.7 | 0.1
O=[N+]([O-])c1c(Sc2ccc(Cl)cc2)ccc2nsnc12 | -25.8 | 7.2 | -2.3 | 69.1* | 11.4 | -6.1 | 42.7 | -0.6
O=C(NNC(=O)c1nn(-c2ccc(F)cc2)ccc1=O)Nc1cccc(Cl)c1 | -3.3 | 1.5 | -4.4 | 4.7 | -6.3 | -11.8 | 5.9 | -0.7
COc1ccc(OCC(O)CNC(=O)c2cc(C(C)(C)C)nn2C)cc1 (stereo not given) | -14.1 | 0.5 | -5.4 | -22.6 | -9.4 | 0.2 | 1.4 | -0.4
CC(C)CNC(=S)NCc1ccco1 | -7.8 | -0.7 | 1.5 | -5.5 | -2.6 | -13.4 | -41.0 | -0.4
Cc1ccc(NC(=O)CC(C)CC(=O)O)cc1 (stereo not given) | 3.9 | -0.5 | 2.2 | 12.7 | 8.4 | -11.1 | -20.6 | 0.0
CSc1nsc(SC)c1C(=O)NCCSCc1ccc(Cl)cc1 | -85.8 | 16.0 | -5.4 | 4.1 | -6.2 | 0.0 | 24.6 | -0.1
COc1ccccc1NC(N)=S | 4.2 | -5.6 | 0.7 | 19.1 | -7.4 | -3.9 | -50.0 | 4.8*
C=C(C)n1c(=O)[nH]c2ccccc21 | 9.0 | -0.7 | -1.2 | 2.7 | -3.6 | -15.8 | -31.2 | -0.6
Cc1noc(N)c1C(N)=S | -2.6 | -0.8 | -3.7 | 6.6 | -2.8 | -13.0 | 10.9 | 0.2
Cc1ccc(OC(=O)c2nn(-c3ccccc3)nc2C)c([N+](=O)[O-])n1 | -0.3 | -1.4 | 0.4 | 12.9 | -3.3 | -7.0 | -75.6 | -0.3
CSc1nc2ccccc2c(=O)n1CCc1ccccc1 | 2.1 | -1.5 | 0.4 | 15.1 | -5.5 | -10.8 | -61.5 | 0.6
CC(C)c1ccc(Nc2nc3cccnc3s2)cc1 | 2.1 | 0.4 | 4.6 | 7.2 | -3.8 | 24.3 | -102.2 | -0.3
S=C(NNc1c(Cl)cncc1Cl)Nc1ccc(Cl)cc1Cl | -6.4 | 23.7 | 0.3 | 62.3* | -10.1 | 118.5* | 69.2 | -1.5
CCOC(=O)c1ccc(N2CCOCC2)c(N=Cc2cc(Cl)cc(Cl)c2O)c1 | -5.1 | -3.2 | 4.8 | 0.0 | 7.8 | 3.0 | -30.4 | 0.6
O=S1(=O)CCC(S(=O)(=O)NCc2ccccc2)C1 (stereo not given) | 10.2 | -1.7 | 2.6 | 5.2 | -9.2 | 12.7 | -49.2 | -1.1
O=C(Nc1ccc(Cl)cc1)Oc1ccc(C2SCCS2)cc1 | 7.9 | -6.2 | -35.2 | 14.3 | -3.1 | -0.8 | -54.9 | -0.7
CC(NC(=O)OC(C)(C)C)C(=O)NC(Cc1ccccc1)C(=O)O (stereo not given) | 7.7 | -3.4 | 2.5 | -6.0 | -1.9 | 15.5 | -77.1 | -0.8
O=C(c1c2oc(-c3ccc(Cl)cc3)ccc-2c2ccccc12)C(F)(F)F | -9.8 | 5.1 | -4.7 | 4.6 | -8.0 | -0.3 | 23.8 | 0.0
O=S(c1ccc(Cl)cc1)c1ccc(-c2ccccn2)s1 (stereo not given) | -4.8 | 0.4 | 2.9 | -4.6 | -3.6 | -3.5 | -15.5 | -0.2
O=C(/C=C/c1ccccc1)NC(=S)Nc1ccc(C(F)(F)F)cc1 | 0.3 | -0.5 | 3.8 | -5.4 | -3.4 | 0.5 | -46.4 | 0.1
Nc1nc(N)n(-c2ccccc2)c(=Nc2ccccc2)n1 | -7.8 | -1.2 | 1.2 | -1.2 | -6.4 | 0.0 | -35.1 | -0.2
O=c1cc(O)c2cc([N+](=O)[O-])ccc2n1CCc1ccccc1 | -5.9 | 3.3 | 3.6 | 4.2 | -5.6 | -4.9 | 18.1 | -0.4
Nc1[nH]nc(Nc2cccc(Cl)c2Cl)c1C(=O)c1cccs1 | -11.7 | -9.1 | -28.3 | -17.3 | -4.3 | 15.6 | 14.5 | -0.3
CCCCCCCCCCCC1SC[C@@H](C(=O)O)N1C(C)=O (stereo not given in full) | 5.7 | 9.6 | -5.1 | 19.2 | -0.1 | 3.4 | 15.2 | 0.8
O=C(c1cccs1)N1CCCCC1c1ccccn1 (stereo not given) | -0.6 | 2.4 | -1.7 | 5.2 | -2.1 | 2.4 | 26.0 | -1.5
O=C(O)c1cc(-c2ccccn2)nc2ccccc12 | -1.3 | 2.7 | -4.0 | -9.0 | -7.2 | -8.3 | -27.4 | -0.1
NC(=O)c1ccc2nc3ccsc3c(=O)n2c1 | -8.6 | 6.0 | -5.3 | 1.5 | -6.7 | -6.9 | -1.2 | -0.7
O=[N+]([O-])c1ccsc1N1CCS(=NS(=O)(=O)c2ccc(Cl)cc2Cl)CC1 | 11.1 | 1.4 | 3.2 | -8.3 | -6.3 | 18.2 | -47.2 | 0.0
COc1ccc(Oc2ccc(C(=O)/C=C/N(C)C)cc2)cc1 | -0.3 | -2.0 | -1.1 | 12.4 | -4.5 | 8.7 | 1.3 | -5.3
O=S(=O)(c1ccc(Cl)cc1)C(F)(F)F | -7.2 | 5.8 | -4.3 | 6.6 | -2.1 | -1.9 | 4.5 | -0.6
COc1ccc(S(=O)(=O)Nc2ccc3oc4ncccc4c(=O)c3c2)cc1OC | 0.5 | -0.1 | 3.8 | -9.1 | -9.1 | -14.2 | 5.0 | -0.7
CC(C)(C)c1cc(C(C)(C)C)n(-c2ccc(NC(=O)COCC(=O)O)cc2)n1 | -10.2 | 1.3 | 1.8 | 3.7 | -3.9 | -2.0 | -40.9 | -0.8
Nc1nc(-c2ccc(-n3cccc3)cc2)cc(C(F)(F)F)n1 | 9.7 | -1.7 | 4.7 | 7.8 | -7.0 | 72.2 | -24.6 | -0.8
N#CCCSc1sc(=S)sc1SCCC#N | -4.1 | 12.7 | 3.4 | -2.5 | -5.9 | 2.1 | 67.9 | -0.3
CCc1c(NCc2ccccc2)c2cccc3c2n(c1=O)CCC3 | -2.9 | 3.4 | 5.3 | -22.2 | -11.8 | 18.7 | -20.0 | .
